Assay outcomes (PubChem BioAssay)
Rab9 promoter act – Rab9 promoter activation; hit rate 2.8% among 320,000; Potency, µM (doses to about 9.22 µM), for the others: at the highest dose activation, negative = inhibition, actives largely listed as activators; Huh7 Rab9 promoter-luciferase reporter, luminescence, 24 h; further: potency means the concentration at half of the fitted maximal effect; % of control where 0% means no effect; nearly all actives have a fitted effect of over 60% in size
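Luciferase signal after 10 min detection reagent at ambient indicates Rab9 promoter upregulation; stably transfected Huh7 cells were treated 24 h with compound in DMSO at 37 °C, 5% CO2.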
RORgamma inh – blocks mouse ROR gamma transcriptional activity | AID 2551 | P51450 | Drosophila S2 Gal4-RORgamma UAS-luciferase reporter, 20 h | hit rate 5.4% among 310,000 | Potency, µM (series often up to 53.6 µM), for the others: top-dose activity change, negative = inhibition, most hits filed as inhibitors; further: potency means the concentration at half of the fitted maximal effect; on the % scale 0 is the no-effect control and ±100 the full control effect; nearly all actives have a fitted effect of over 60% in size
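Stable Schneider cell line, Gal4 DNA-binding domain fused to ROR gamma, UAS-luciferase. Cmpd 1 hr RT → CuSO4 700 uM final → 20 hr RT → luciferase reagent 10 min → luminescence.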
p53 reactivation – mutant p53 re-activation in reporter cells | H1299 p53-A138V BP100-luciferase reporter, luminescence, 24 h | Potency, µM (highest dose often 92.2 µM), without a hit: at the highest dose activity change, positive = activation, usual class: activators | hit rate 0.063% among 320,000; further: potency means the concentration at half of the fitted maximal effect; % of control where 0% means no effect; nearly all actives have a fitted effect of over 45% in size
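H1299 (p53-null), stable ts p53-A138V + BP100-Luc; 1000 cells/well, Opti-MEM/10% FBS; cpd 4 pt, 1:5; 24 h, 37 deg C, 5% CO2; detection reagent 10 min RT; luminescence.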
BRCA1 expr act – increases BRCA1 expression. MCF7-BRCA1-FFLuc reporter, luminescence, 48 h; response scale: scaled: vehicle 0%, 10 µM genistein 100%. Potency, µM (series often up to 46.1 µM), for inactives: at the top dose activation, most hits filed as activators. hit rate 1.1% among 380,000. AID 624202; further: potency means the concentration at half of the fitted maximal effect; nearly all actives have a fitted effect of over 80% in size; some results filed as inactive show a strong effect at the top dose
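Luminescence from a BRCA1-driven firefly luciferase in MCF7 cells was read after 48 h compound exposure at 37 C. Data normalized against DMSO and a 10microM genistein activation control, then curve-fitted across the titration.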
NPC1 promoter act – activates the NPC1 promoter; hit rate 2.4% among 320,000; Huh7 NPC1 promoter luciferase reporter, 24 h; Potency, µM (titrated, usually from 9.22 µM), for the others: top-dose activation, usual class: activators;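 further: potency means the concentration at half of the fitted maximal effect; % of control where 0% means no effect; nearly all actives have a fitted effect of over 60% in size; reporter is driven by a mutant NPC1 promoter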
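Readout is luciferase luminescence, reflecting NPC1 promoter activation in stably transfected Huh7 cells after 24 h compound exposure at 37 °C in reduced-serum medium with 10% FBS.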
ELG1 repair inh – inhibitors of ELG1-dependent DNA repair in HEK293T cells; HEK293T ELG1-luciferase reporter, luminescence, 16 h; DNA damage induced by 5-fluorouridine; Potency, µM (doses to about 46.1 µM), without a hit: at the highest dose activity change, negative = inhibition, actives largely listed as inhibitors; hit rate 2.3% among 330,000; AID 504467; further: potency means the concentration at half of the fitted maximal effect; on the % scale 0 is the no-effect control and ±100 the full control effect; nearly all actives have a fitted effect of over 55% in size
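Step one: seed 2,000 cells per well. Step two: pin-transfer compound or DMSO alongside 5-fluorouridine. Step three: incubate 16 hr, 37 °C, 5% CO2. Step four: add ONE-Glo, wait 30 min, read luminescence.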
Tb PFK block – blocks T. brucei phosphofructokinase; O15648; T. brucei PFK, ADP-Glo luminescence; Potency, µM (titrated, usually from 57.5 µM), for inactives: top-dose activity, negative = inhibition, most hits filed as inhibitors; hit rate 0.17% among 330,000; AID 485367;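 further: potency means the concentration at half of the fitted maximal effect; 0% = uninhibited 1x PFK enzyme wells and -100% = no-enzyme wells; nearly all actives have a fitted effect of over 60% in size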
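1.25 nM PFK with 0.5 mM F6P and 0.1 mM ATP in 0.1 M TEA pH 8.0, 5 mM MgCl2, incubated 45 min at room temperature; ADP measured by ADP-Glo luminescence; compounds titrated up to 57 uM.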
Gal4-VP16 FLuc – Gal4-VP16 reporter inhibition counter-screen; Drosophila S2 Gal4-VP16 UAS-luciferase, luminescence, 20 h; Potency, µM (highest dose often 53.6 µM), for inactives: top-dose activity, negative = inhibition, actives largely listed as inhibitors; hit rate 3.5% among 310,000; AID 2546;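 further: Gal4-VP16 expression switched on by copper sulfate through the metallothionein promoter; potency means the concentration at half of the fitted maximal effect; on the % scale 0 is the no-effect control and ±100 the full control effect; nearly all actives have a fitted effect of over 50% in size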
ELG1 genotoxic – genotoxicity induction in ELG1-luciferase HEK293T cells; AID 504466; hit rate 1.3% among 330,000; Potency, µM (highest dose often 46 µM), without a hit: at the top dose activity change, positive = activation, hits mostly activators; HEK293T ELG1-luciferase reporter, luminescence, 16 h; further: potency means the concentration at half of the fitted maximal effect; % of control where 0% means no effect; nearly all actives have a fitted effect of over 60% in size
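Luminescence read-out: rising ELG1-luciferase signal, reflecting elevated ELG1 protein under genetic stress, flags genotoxic compounds. Cells were treated for 16 hr at 37 °C before ONE-Glo detection.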
FLuc modulator – firefly luciferase modulation, counter-screen for miR-21 project | purified FLuc, Km substrates, luminescence inhibition | P08659 | Potency, µM (doses to about 57.5 µM), for inactives: top-dose activity change, negative = inhibition, usual class: inhibitors | hit rate 6.9% among 360,000;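 further: potency means the concentration at half of the fitted maximal effect; plate controls were vehicle for no effect and reference inhibitor for full effect; nearly all actives have a fitted effect of over 55% in size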
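Biochemical qHTS of compounds, final roughly 60 µM downward over six points, against 10 nM purified firefly luciferase using Km concentrations of substrates (10 uM D-luciferin, 10 uM ATP) in Tris acetate pH 7.5 buffer; luminescence output.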
TRPV1 ag – activates the human vanilloid receptor TRPV1; Q8NER1; TRPV1-expressing cells, Fluo-8 calcium influx, agonist mode; activation, % at 8.33 µM; hit rate 0.19% among 320,000; in the data active means activation above about 80%; inconclusive means between about 30% and that limit; further: 0% is about no effect
Target sequence (Q8NER1 whole entry, looked up): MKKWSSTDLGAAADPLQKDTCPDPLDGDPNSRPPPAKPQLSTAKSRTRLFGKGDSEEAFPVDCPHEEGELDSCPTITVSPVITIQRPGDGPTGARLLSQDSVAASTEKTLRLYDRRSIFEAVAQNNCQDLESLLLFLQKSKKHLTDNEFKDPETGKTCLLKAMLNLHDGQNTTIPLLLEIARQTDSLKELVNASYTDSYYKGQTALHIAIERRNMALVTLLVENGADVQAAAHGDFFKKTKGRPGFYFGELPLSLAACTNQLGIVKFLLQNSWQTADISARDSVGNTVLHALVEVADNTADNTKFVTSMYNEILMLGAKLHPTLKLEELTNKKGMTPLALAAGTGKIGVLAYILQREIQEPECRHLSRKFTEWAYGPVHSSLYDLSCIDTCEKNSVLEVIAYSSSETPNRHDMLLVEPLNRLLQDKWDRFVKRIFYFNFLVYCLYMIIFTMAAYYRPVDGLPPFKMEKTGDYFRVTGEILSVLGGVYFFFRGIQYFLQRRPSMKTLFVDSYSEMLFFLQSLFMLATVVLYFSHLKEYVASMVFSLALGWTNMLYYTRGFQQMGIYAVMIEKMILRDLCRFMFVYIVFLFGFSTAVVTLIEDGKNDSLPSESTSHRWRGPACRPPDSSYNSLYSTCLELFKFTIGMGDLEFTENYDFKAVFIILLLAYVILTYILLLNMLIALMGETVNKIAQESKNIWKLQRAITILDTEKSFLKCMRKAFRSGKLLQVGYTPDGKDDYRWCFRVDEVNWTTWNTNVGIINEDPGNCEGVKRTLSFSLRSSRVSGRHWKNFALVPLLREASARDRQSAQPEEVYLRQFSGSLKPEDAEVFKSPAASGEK
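Cells expressing TRPV1 were dye-loaded with Fluo-8 and read kinetically: 10 s baseline, 3 min after compound (agonist portion), then 2 min after EC20 capsaicin (allosteric enhancer portion). Calcium-bound dye fluorescence at 480/520 nm.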
Active calls of the source: *; ? = inconclusive; . = not tested or not shown; [ ] = remark or other dose. Unless noted, the call rests on the fitted dose curve; in most records, active means well fitted curve in the direction sought with a large enough effect; inconclusive means small, poorly fitted or top-dose-only effect, or another doubt; inactive means no such curve, though single readings can be large; an effect the other way counts as inactive or inconclusive.

SMILES	Rab9 promoter act	RORgamma inh	p53 reactivation	BRCA1 expr act	NPC1 promoter act	ELG1 repair inh	Tb PFK block	Gal4-VP16 FLuc	ELG1 genotoxic	FLuc modulator	TRPV1 ag
NC(=O)/C(=C/c1ccco1)NC(=O)/C=C/c1ccccc1	1%	-4%	0%	-31%	1%	-21%	1%	-14%[0.365 µM]	-5%	5%	-1
COc1cccc(Nc2ncnc3c2cnn3C)c1	27%	27%	18%	28%	27%	?	3%	24%	3%	?	26
COc1ccccc1/C=C/C1(C(=O)NC2CCCC2)CC(=O)N1c1ccc(C)cc1 (stereo not given)	-9%	?	-15%	-80%	-2%	-21%	5%	-2%	1%	-1%	19
O=C(O)/C=C/C(=O)Nc1ccccc1SC(F)(F)F	2%	-138%	5%	6%	0%	5%	19%	10µM*	1%	0%	1
N#CCCN(Cc1ccccc1)C(=O)Nc1ccccc1	-13%	17%	5%	-8%	-1%	0%	1%	-1%	0%	-1%	1
CC(=O)CC1(O)C(=O)N(Cc2ccccc2)c2ccccc21 (stereo not given)	0%	0%	-5%	-10%	-2%	30%	1%	0%	3%	0%	-3
O=C(CSc1nnc(-c2ccncc2)n1CC1CCCO1)NCc1ccccc1 (stereo not given)	-1%	6%	-4%	-17%	-3%	0%	1%	-3%	-5%	0%	-1
COc1cccc(CN=CC2=C(O)CC(C)(C)CC2=O)c1OC	1%	16%	0%	15%	6%	15%	4%	22%	3%	-7%	3
Cc1ccc(NC(=S)NCC2CCCO2)c(OC(F)F)c1 (stereo not given)	16%	11µM*	?	-2%	3%	?	-1%	?	1%	-18%	6
COc1ccc(-c2c(C#Cc3ccsc3)c3cc(-c4ccc(C(N)=O)cc4)ccc3n2C)cc1	.	.	-1%	-48%	.	-14%	4%	.	-2%	.	.
c1ccc(CCn2nnnc2CN2CCc3ccccc32)cc1	-2%	17%	-3%	-4%	3%	-2%	0%	1%	1%	4%	2
Cc1cc(OCC(=O)N2CCc3ccccc3C2)c2c(-c3ccccc3)cc(=O)oc2c1	3%	-9%	-7%	-76%	-3%	?	-1%	0%	-21%	3%	28
CC(C)(C)OC(=O)N1CCC(CNC(=O)c2ccccc2)CC1	-6%	-19%	-4%	-3%	-5%	-3%	0%	-4%	0%	1%	?
O=S1(=O)CCN(Cc2ccccc2C(F)(F)F)CC1	0%	28%	-4%	3%	-4%	-4%	1%	-13%	0%	-2%	2
Cc1ccc(Cl)cc1NC(=O)Cn1cc2c(n1)CCCC2	9%	-13%	1%	7%	-2%	-3%	-3%	10%	5%	-1%	1
C[C@H](NC(=O)C1(c2ccccc2)CCN(C(=O)OC(C)(C)C)CC1)C(=O)N[C@@H](C(=O)O)c1ccccc1	-5%	-16%	12%	3%	2%	-22%	0%	0%	1%	3%	-1
CCOC(=O)c1n[nH]c2ccccc12	-3%	23%	2%	-13%	-4%	13%	9%	3%	0%	2%	-4
Cc1cc(C(=O)Nc2ccccn2)no1	?	7%[0.365 µM]	?	78%	?	?	-5%	.	?	?	-1
O=C(Nc1ccc(S(=O)(=O)Nc2nccs2)cc1)c1cc(-c2ccccc2)nc2ccccc12	-3%	29%	-15%	-29%	0%	-5%	-1%	-23%	-2%	?	1
Cn1c(=O)n(C)c2cc(S(=O)(=O)NCCc3ccccc3)ccc21	0%	28%[10 µM]	3%	-17%	10%	?	-1%	-19%	0%	-2%	0
CCCCn1c(N)c(N(CC(C)C)C(=O)c2oc3ccc(OC)cc3c2C)c(=O)[nH]c1=O	-2%	.	-5%	-13%	11%	1%	5%	.	3%	?	1
O=C(CNC(=S)N(CCCN1CCOCC1)Cc1cccs1)N1CCCCCC1	-1%	2%	-3%	-13%	-5%	-9%	-3%	7%	0%	-3%	17
COCCN1C(=O)C(=O)/C(=C(/O)c2ccc(S(=O)(=O)N3CCCCC3)cc2)C1c1ccc(O)c(OC)c1 (stereo not given)	0%	-8%	-10%	-1%	0%	0%	0%	-8%	0%	4%	-3
N#Cc1ccc(COC(=O)CCc2c[nH]c3ccccc23)cc1	10%	-11%	14%	6%	1%	-10%	-10%	-6%	4%	2%	7
COc1cccc(/C=C/C(=O)Nc2ccccc2N2CCOCC2)c1	9%	-1%	15%	0%	0%	?	-2%	4%	.	17µM*	-3

Arranged by formula weight (high to low): part of the list above.
SMILES	Rab9 promoter act	RORgamma inh	p53 reactivation	BRCA1 expr act	NPC1 promoter act	ELG1 repair inh	Tb PFK block	Gal4-VP16 FLuc	ELG1 genotoxic	FLuc modulator	TRPV1 ag
O=C(CSc1nnc(-c2ccncc2)n1CC1CCCO1)NCc1ccccc1 (stereo not given)	-1%	6%	-4%	-17%	-3%	0%	1%	-3%	-5%	0%	-1
Cc1ccc(Cl)cc1NC(=O)Cn1cc2c(n1)CCCC2	9%	-13%	1%	7%	-2%	-3%	-3%	10%	5%	-1%	1
Cc1cc(C(=O)Nc2ccccn2)no1	?	7%[0.365 µM]	?	78%	?	?	-5%	.	?	?	-1

Reprinted at random: 2 compounds from above
SMILES	Rab9 promoter act	RORgamma inh	p53 reactivation	BRCA1 expr act	NPC1 promoter act	ELG1 repair inh	Tb PFK block	Gal4-VP16 FLuc	ELG1 genotoxic	FLuc modulator	TRPV1 ag
c1ccc(CCn2nnnc2CN2CCc3ccccc32)cc1	-2%	17%	-3%	-4%	3%	-2%	0%	1%	1%	4%	2
Cn1c(=O)n(C)c2cc(S(=O)(=O)NCCc3ccccc3)ccc21	0%	28%[10 µM]	3%	-17%	10%	?	-1%	-19%	0%	-2%	0

The list continues:
SMILES	Rab9 promoter act	RORgamma inh	p53 reactivation	BRCA1 expr act	NPC1 promoter act	ELG1 repair inh	Tb PFK block	Gal4-VP16 FLuc	ELG1 genotoxic	FLuc modulator	TRPV1 ag
C#CCOCCOCCOCCNc1nc(N2CCN(C(=O)CCCCCCCCCCNC(=O)[C@H](CCC(=O)O)n3cc(CCCCCN)nn3)CC2)nc(N2CCN(C(=O)CCCCCCCCCCNC(=O)[C@@H]([C@H](C)O)n3cc(C)nn3)CC2)n1	-6%	.	12%	2%	1%	?	0%	.	7%	-4%	3
COC(=O)CN1C(=O)C2(C(C#N)=C(N)Oc3ccccc32)C2=C1CC(C)(C)CC2=O (stereo not given)	-3%	3%	0%	-12%	-2%	-2%	3%	-6%	-2%	2%	-2
Cc1nn(C)c(C)c1NC(=O)/C(C#N)=C\N(C)C	1%	-10%	0%	-18%	-3%	3%	-3%	3%	0%	1%	1
CC1=Nc2cc(C(=O)NCCCOC(C)C)ccc2Sc2ccc(C)cc21	-16%	3%	1%	-18%	-23%	?	-9%	-7%	21%	-16%	-2
O=C(CCC(=O)N1CCN(S(=O)(=O)c2ccccc2)CC1)NC1CCCc2ccccc21 (stereo not given)	14%	5%	1%	-15%	6%	5%	0%	5%	0%	-1%	-1
CC(C)Oc1ccc(C(=O)NC(C)(C)CO)cc1	1%	19%	7%	24%	14%	19%	-2%	19%	7%	-6%	0
CCOC(=O)c1c(NC(=O)c2ccccc2C(=O)O)sc2c1CCC2	-12%	23%	.	-3%	-1%	5%	2%	1%	0%	5%	-9
CC1Cc2ccccc2N1C(=O)C1CCCN1S(=O)(=O)c1ccc(Cl)cc1 (stereo not given)	-19%	0%	-1%	1%	1%	-2%	-1%	-1%	0%	15%	0
O=C(Nc1ccc2c(c1)OCCO2)c1ccoc1	?	15%	17%	?	29%	?	-3%	5%	?	21µM*	3
CCN(CC)CCOC(=O)c1cccc(Cl)c1	-4%	-30%	4%	12%	-1%	16%	-5%	-16%	0%	1%	5
CN(C)S(=O)(=O)c1cccc(-c2nn(-c3ccccc3)cc2/C=C(\C#N)c2nc3ccccc3[nH]2)c1	-12%	25%	-6%	-24%	-9%	2.6µM*	5%	-9%	-10%	4%	-1
Cc1cccc(C)c1-n1c(C)nn(CC2CC2)c1=O	-3%	?	2%	-21%	-7%	-1%	-2%	2%	0%	1%	4
CCOC(=O)/C(C#N)=C(\O)c1ccc(NC(=O)c2ccc([N+](=O)[O-])cc2)cc1	-1%	-2%	-2%	-10%	-5%	1%	-4%	3%	-1%	-1%	-8
C=CCNC(=S)N1CCC(Cc2ccccc2)CC1	13%	?	-4%	-11%	1%	-5%	-2%	?	-3%	3%	?
O=C(CCCCCN1C(=O)[C@@H]2Cc3ccccc3CN2C1=O)Nc1cccc(F)c1	-15%	1%	2%	18%	-2%	?	-3%	?	-14%	4%	14
